zfTRPN1 agonist = zebrafish TRPN1 (NompC) channel agonism; HEK293 zebrafish TRPN1-YFP, Fluo-8 calcium fluorescence; 100% = response to 87 µM carbachol; activation, % at 3 µM; hit rate 0.18% among 220,000; AID 1424;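 active = activation above its plate's cutoff, the mean activation of test wells on that plate plus 3 SD, cut at about 19% in these data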;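 also: 0% = DMSO alone and 100% = 87 µM carbachol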
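Material – zebrafish TRPN1-YFP in HEK293 cells · Doses – 3 µM single point · Schedule – dye 1 h 37 °C plus 30 min RT · Signal – Fluo-8 calcium fluorescence, excitation 470-495 nm, emission 515-575 nm · Read-out – % activation versus carbachol response · Control set – carbachol high, DMSO low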
RBBP9 inhibitor = inhibitors of human serine hydrolase RBBP9. recombinant RBBP9, FP-Rh probe fluorescence polarization. inhibition, % at 7.94 µM. hit rate 0.2% among 220,000. AID 1515;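 active = inhibition above the campaign mean of all tested compounds plus 3 SD, cut at about 14% in these data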;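 also: plate controls were DMSO wells with RBBP9 for no effect and wells lacking RBBP9 protein for full effect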
Target sequence (O75884 whole entry, looked up): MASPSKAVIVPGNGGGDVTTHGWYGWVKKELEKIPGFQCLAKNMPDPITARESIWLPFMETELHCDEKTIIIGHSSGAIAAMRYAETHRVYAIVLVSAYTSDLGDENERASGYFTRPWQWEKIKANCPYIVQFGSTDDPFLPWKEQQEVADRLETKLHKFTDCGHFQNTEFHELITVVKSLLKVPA
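System: RBBP9 protein | Quantity: 2.5 µM RBBP9 dispensing solution, before mixing | Reagent: FP-Rh probe, 375 nM dispensing solution | Timing: Enzyme-compound preincubation 30 min, then probe labeling 45 min, 25 °C | Measured by: Fluorescence polarization | Read-out: % inhibition | Replication: One well per compound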
TNF death inh = blocks TNF-alpha induced death of Jurkat FADD-/- cells | Jurkat FADD-/- TNF necroptosis rescue, ATP luminescence, 24 h; 0 = TNF only, 100 = no-TNF cells | activation (protection from cell death), % at 10 µM | hit rate 0.068% among 220,000 | AID 463075;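 active = activation, meaning protection from cell death, of at least 50% relative to plate controls; inactive = activation below 50%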;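 also: necroptosis triggered by 40 ng/mL TNF-alpha added together with compound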
BaF3 tox = reduces parental Ba/F3 cell viability, JAK2V617F counter-screen; CellTiter-Glo ATP luminescence; inhibition, % at 5.6 µM; hit rate 1.1% among 220,000; AID 1486;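 active = inhibition above a per-campaign cutoff, the mean inhibition of all tested compounds plus 3 SD, cut at about 27% in these data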;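 also: 0% = DMSO wells and 100% = JAK Inhibitor I control wells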
PPC-1+TRAIL kill = compounds killing PPC-1 cancer cells with TRAIL present (potentiator screen, no TRAIL-free arm); PPC-1 cells + TRAIL, ATPLite viability luminescence; cell killing (% activity), % at 4 µM; hit rate 0.41% among 220,000; AID 1443;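 active = cell killing above 50% in the first pass at 4 µM, then a duplicate retest at 5 µM averaging 50% or more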;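 also: plate controls were cells with TRAIL plus DMSO for no effect and medium-only wells lacking cells for full effect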
Wee1 degr inh = human Wee1 degradation inhibition, primary screen; P30291; HeLa Luc-Wee1K328M stability, luciferase luminescence; 100% = proteasome inhibitor MG132 effect; reporter increase, % at 5 µM; hit rate 1.2% among 220,000; AID 1321;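 active = activation above the mean of all tested compounds plus 3 SD, set per screening run, cut at about 8.8% in these data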;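 also: cells exposed to compound for 20 h before luminescence read; 0% = DMSO alone and 100% = MG132 at 30 µM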
CHOP inhibitor = blocks CHOP induction under ER stress. AID 2732. CHO-K1 CHOP-promoter luciferase, tunicamycin-induced, 15-18 h. hit rate 3.8% among 220,000. inhibition, % at 10 µM;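 active = compounds that reduced the stress-induced luciferase reporter signal by more than about 70% of percent inhibition, limit read from the data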;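 also: 0% = tunicamycin plus vehicle and 100% = wells without tunicamycin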
TRPML3 agonist = agonists of human TRPML3 channel; Q8TDD5; hit rate 0.29% among 220,000; AID 1448; HEK293 TRPML3-YFP, Fluo-8 calcium fluorescence; 100% = the carbachol control signal; activation, % at 3 µM;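 active = activation above its plate's cutoff, the mean activation of the plate's test wells plus 3 SD, cut at about 12% in these data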;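 also: 0% = DMSO only wells and 100% = carbachol wells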
Target sequence (Q8TDD5 whole entry, looked up): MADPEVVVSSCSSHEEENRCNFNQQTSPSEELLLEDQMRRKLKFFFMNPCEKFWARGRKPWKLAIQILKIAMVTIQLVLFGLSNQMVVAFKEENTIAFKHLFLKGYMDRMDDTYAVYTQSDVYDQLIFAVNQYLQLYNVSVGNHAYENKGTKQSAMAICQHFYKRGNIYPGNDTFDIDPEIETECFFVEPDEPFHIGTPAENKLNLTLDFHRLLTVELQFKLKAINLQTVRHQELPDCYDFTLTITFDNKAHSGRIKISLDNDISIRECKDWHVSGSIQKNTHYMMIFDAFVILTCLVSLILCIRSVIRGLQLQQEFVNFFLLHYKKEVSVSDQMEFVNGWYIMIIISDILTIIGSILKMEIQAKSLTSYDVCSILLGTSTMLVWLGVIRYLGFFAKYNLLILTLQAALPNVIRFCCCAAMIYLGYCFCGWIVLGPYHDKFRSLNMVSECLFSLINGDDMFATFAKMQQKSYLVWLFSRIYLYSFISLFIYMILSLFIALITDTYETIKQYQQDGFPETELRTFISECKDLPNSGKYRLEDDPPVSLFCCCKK
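Material: TRPML3-YFP stable HEK293 cells | Dosing: One concentration, 3 µM nominal, 0.3% DMSO | Timing: 125 s total fluorescence read per well | Technique: Fluo-8 calcium dye fluorescence, ex 470-495, em 515-575 nm | Measure: Percent activation from peak-to-basal fluorescence ratio, scaled between DMSO and carbachol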
Ba/F3 V617F tox = loss of viability in JAK2V617F-driven Ba/F3 cells; Ba/F3 EpoR-JAK2V617F viability, ATP luminescence; AID 1446; inhibition, % at 5.6 µM; hit rate 1.1% among 220,000;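 active = inhibition above the campaign mean plus 3 SD over all tested compounds, cut at about 24% in these data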;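 also: cytokine-independent growth of Ba/F3 cells driven by EpoR plus mutant JAK2; 0% = DMSO-treated cells and 100% = JAK inhibitor I control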
An asterisk follows results filed as active; / = no result given.

canonical_smiles	zfTRPN1 agonist	RBBP9 inhibitor	TNF death inh	BaF3 tox	PPC-1+TRAIL kill	Wee1 degr inh	CHOP inhibitor	TRPML3 agonist	Ba/F3 V617F tox
COc1cccc(/C=N/N=C(\N)c2nonc2N)c1O	-1.3	-5	1.4	1	30	0	-23	1.0	0
Cc1cc(C(=O)OCC(=O)NC(C)C)c2ccccc2n1	0.5	-10	1.5	2	4	-2	7	0.9	-2
CCc1c(C)nc2cc(-c3ccc(OC)c(OC)c3)nn2c1N1CCC(C)CC1	1.3	-6	-1.7	0	19	-4	41	1.3	-3
Cc1cc(C)n(-c2nc3c(c(=O)[nH]c(=O)n3C)n2C)n1	0.1	-6	0.7	5	29	4	-15	1.1	1
CC(=O)Oc1oc(-c2ccccc2)nc1C=Nc1ccc(N(C)C)cc1	0.3	-5	-23	1	-4	3	-4	0.0	2
CC(C)C(=O)Nc1ccc(NC(=O)c2ccccn2)cn1	2.1	-16	-2.2	3	20	7	-5	0.3	5
O=C(O)CC1(O)C(=O)N(Cc2ccccc2)c2ccccc21 (configuration not stated)	0.6	-11	0.8	1	9	1	-18	0.2	-3
CC1(C)C2CCC1(C)C(OC(=O)C[n+]1ccccc1N)C2 (configuration not stated)	0.1	-5	2.6	2	-12	0	3	0.8	-5
COc1ccc(CNC2CCCCC2C)c(OC)c1 (configuration not stated)	0.2	-12	2.7	1	-3	-2	-4	1.1	0
CCOc1ccc(C(C)C)cc1S(=O)(=O)Nc1ccc(Cl)cn1	1.4	-2	-1.3	-4	21	-2	50	0.4	0
CCn1cc(C(=O)O)c(=O)c2cc(F)c(N/N=C/c3ccccc3)cc21	0.9	-7	5.0	6	11	5	103*	0.2	-2
Cc1c(O)ccc(/C(Cc2ccc3ccccc3n2)=N\N)c1O	0.3	0	-7.7	1	-17	-3	11	0.7	1
Cc1nn(Cc2c(Cl)cccc2Cl)c(Cl)c1/C=N/NC(=O)c1cccnc1	2.1	-2	-2.9	7	0	2	28	0.6	1
O=S(=O)(N1CCOCC1)N1CCCN(S(=O)(=O)N2CCOCC2)CC1	0.8	-2	0.1	-1	2	-1	1	0.9	-4
COc1ccccc1C(=O)N(Cc1ccco1)C1CCS(=O)(=O)C1 (configuration not stated)	0.7	3	-1.0	8	20	4	32	-0.1	-2
O=C1c2ccc(-c3ccc4c(c3)C(=O)N(CCO)C4=O)cc2C(=O)N1CCO	3.0	-2	-0.5	2	9	-2	8	1.0	3
Oc1ccc(-c2cnns2)c(O)c1	-0.9	41*	-6.9	-3	8	-3	-47	-0.6	1
Nc1nc(SCC(=O)N2CCCCC2)[nH]c(=O)c1NC(=O)c1cccs1	2.3	12	5.3	1	5	0	-10	0.7	-3
Cn1cnc(S(=O)(=O)Nc2ccc(OC(F)(F)F)cc2)c1	-1.6	0	-0.8	7	0	1	12	0.4	3
c1ccc(-n2nnnc2SCc2cn3ccccc3n2)cc1	0.7	0	0.6	6	18	-2	-4	-0.6	7
O=C(NCCc1nc2ccccc2[nH]1)c1ccc(F)cc1	1.3	-6	1.7	3	7	-1	-13	0.0	-2
COc1cc(/C=N/NC(=O)c2ccc(C)nc2)cc([N+](=O)[O-])c1O	-0.6	-11	1.3	5	15	4	11	0.4	4
Cc1ccc(CN2CCNC(=O)C2CC(=O)N(Cc2c(C)nn(C)c2C)C2CC2)o1 (configuration not stated)	1.0	-9	0.1	2	-27	0	11	1.0	5
c1ccc(-c2nnc(-c3ccccn3)s2)nc1	0.4	-5	-2.9	10	48	-3	7	-0.1	5
c1cc(-c2sc(-c3ccncc3)c(-c3ccncc3)c2-c2ccncc2)ccn1	0.4	0	-0.8	-3	16	1	-15	0.1	4
O=C(Nc1ccccc1Br)c1ccccc1-c1ccccc1	-1.9	-2	-12	6	12	0	13	-0.7	1
CCOc1ccc(N2CC(O)Cn3c2nc2c3c(=O)n(CCCc3ccccc3)c(=O)n2C)cc1 (configuration not stated)	-0.1	-10	-4.9	2	12	-1	49	0.2	-1
CC1CCCCC1NC(=O)CSc1nnc(COc2ccccc2Cl)o1 (configuration not stated)	0.3	9	0.7	4	23	2	39	-0.3	1
COc1ccc(CC(=O)NNC(=O)CCc2ccccc2)cc1OC	0.1	-1	0.8	0	9	0	15	0.5	-3
O=C(Nc1ccccc1Cl)/C(Cl)=C(\Cl)S(=O)c1ccccc1 (configuration not stated)	-0.9	-12	-17	104*	7	6	108*	1.1	102*
CC(=O)c1ccc(OCC(C)Oc2ccc(C#N)cc2)cc1 (configuration not stated)	0.6	10	-1.8	-2	15	0	16	0.8	0
Cc1ccc(OCc2nnc(NC(=O)c3ccco3)s2)c(C)c1	-0.7	-2	-0.1	-3	49	-3	27	0.3	-3
CCOC(=O)C1CCN(C(=O)COC(=O)CNC(=O)c2ccc(OC)cc2)CC1	0.7	4	0.1	8	7	8	-8	-0.6	1
Cc1ccc(N(CC(=O)NC(C)(C)C)C(=O)CS(=O)CC(=O)Nc2ccc3c(c2)OCO3)cc1 (configuration not stated)	-1.8	1	0.2	1	10	-2	-13	0.2	-3
CCC(C(=O)NC(C)CCc1ccccc1)n1nc(C)n2c(cc3occc32)c1=O (configuration not stated)	-1.8	-2	-3.9	7	18	0	30	-1.2	-3
Cc1ccc(C(=O)NC2CCN(S(=O)(=O)c3ccccc3)CC2)cc1	-1.1	-6	0.2	4	-12	3	26	0.1	-3
Cc1cccc(OCc2nnc(SCC(=O)Nc3ncc(C)s3)o2)c1	0.3	4	0.3	7	0	-1	13	0.4	3
N#Cc1ccc(CSc2nnc(-c3ccccc3)n2Cc2ccco2)cc1	0.0	-4	0.2	2	9	-3	-8	-0.8	-3
Cc1cccc(N2CCN(C(=O)C3CCN(S(=O)(=O)c4cccc5nsnc45)CC3)CC2C)c1 (configuration not stated)	1.9	0	-11	8	9	-2	83*	1.7	-1
Cc1cc(NCc2cccnc2)no1	-0.4	-4	1.7	1	-5	3	4	1.1	-7
CCOC(=O)c1sc(NC(=O)c2c(OC)cccc2OC)nc1C	-0.4	-3	2.6	4	8	1	20	0.0	1
O=C(c1n[nH]c(=O)c2ccccc12)N1CCN(c2ccc(F)cc2)CC1	1.4	-10	0.4	5	-17	1	52	1.1	-3
C#CCOCCOCCOCCNc1nc(N2CCN(C(=O)[C@H]([C@@H](C)CC)n3cc([C@@H](N)CC(C)C)nn3)CC2)nc(N2CCN(C(=O)[C@H](Cc3ccc(O)cc3)n3cc([C@@H](N)C(C)CC)nn3)CC2)n1 (some centres not stated)	0.9	0	1.2	0	8	1	19	0.9	-2
COc1ccc(-c2nc(C#N)c(NCc3ccccc3Cl)o2)cc1OC	-0.3	-8	0.3	1	-11	7	61	-0.4	2
Cc1ccc(Sc2ncccc2COC(=O)Nc2c(C)cccc2C)cc1	-1.3	-2	-4.7	2	1	-2	49	-0.3	-1
C=CCNC(=O)C1CCN(C(=O)c2ccc(-c3ccccc3)cc2)CC1	-0.9	-6	-0.6	-1	13	-1	-3	0.2	-4
Cc1cc(C)nc(/N=C(\N)Nc2cccc(OCc3ccccc3)c2)n1	72*	-2	-19	3	-3	2	32	61*	10
CC12CCC(C/C1=N/NC(=O)COc1ccccc1Cl)C2(C)C (configuration not stated)	-0.4	-1	0.9	1	-12	3	45	-0.3	-3
COc1ccc(NC(=O)c2ccc(NC3CC(=O)N(c4ccc(C)cc4C)C3=O)cc2)cc1 (configuration not stated)	2.5	-6	-3.6	1	-2	-2	40	1.2	2
O=C(O)c1ccc(CNC(=O)c2ccccc2NC(=O)c2cccc([N+](=O)[O-])c2)cc1	1.3	0	0.0	5	-10	0	25	0.3	2
O=C(O)Cc1ccc(Oc2ncc(C(F)(F)F)cc2Cl)cc1	2.2	-9	0.0	4	0	1	-6	1.1	1
CC(C)(C)NC(=O)Cn1c(=O)c(=O)n(Cc2ccccc2)c2ccc(Cl)cc21	-0.1	-1	0.8	6	14	-1	15	0.4	-2
Cc1nc(N2CCOCC2)nc2c1CCCC2	0.2	-13	-1.3	5	17	-3	19	0.9	4
CN(C)CCCN1C(=O)C(=O)/C(=C(/O)c2ccc3c(c2)OCO3)C1c1ccccn1 (configuration not stated)	1.8	1	0.8	1	/	-1	/	0.8	-1
Cc1onc(-c2c(Cl)cccc2Cl)c1C(=O)Nc1ccc2c(c1)OCO2	2.0	-5	-0.6	0	31	3	36	-0.5	-2
COc1ccc(NC(=O)Nc2ccc(OCC(=O)N3CCOCC3)cc2)cc1OC	-1.1	-2	-2.5	0	13	-3	-5	0.7	-4
Cc1nc(-c2cccc(Br)c2)ccc1C(=O)O	0.1	-10	0.1	8	16	-2	6	1.0	-1

Some of the entries so far, with each value named.
compound: CCc1c(C)nc2cc(-c3ccc(OC)c(OC)c3)nn2c1N1CCC(C)CC1
  zfTRPN1 agonist = 1.3	RBBP9 inhibitor = -6	TNF death inh = -1.7	BaF3 tox = 0	PPC-1+TRAIL kill = 19	Wee1 degr inh = -4	CHOP inhibitor = 41	TRPML3 agonist = 1.3	Ba/F3 V617F tox = -3
compound: Cc1cc(C)n(-c2nc3c(c(=O)[nH]c(=O)n3C)n2C)n1
  zfTRPN1 agonist = 0.1	RBBP9 inhibitor = -6	TNF death inh = 0.7	BaF3 tox = 5	PPC-1+TRAIL kill = 29	Wee1 degr inh = 4	CHOP inhibitor = -15	TRPML3 agonist = 1.1	Ba/F3 V617F tox = 1
compound: CC(=O)Oc1oc(-c2ccccc2)nc1C=Nc1ccc(N(C)C)cc1
  zfTRPN1 agonist = 0.3	RBBP9 inhibitor = -5	TNF death inh = -23	BaF3 tox = 1	PPC-1+TRAIL kill = -4	Wee1 degr inh = 3	CHOP inhibitor = -4	TRPML3 agonist = 0.0	Ba/F3 V617F tox = 2
compound: CC(C)C(=O)Nc1ccc(NC(=O)c2ccccn2)cn1
  zfTRPN1 agonist = 2.1	RBBP9 inhibitor = -16	TNF death inh = -2.2	BaF3 tox = 3	PPC-1+TRAIL kill = 20	Wee1 degr inh = 7	CHOP inhibitor = -5	TRPML3 agonist = 0.3	Ba/F3 V617F tox = 5

Assay outcomes from PubChem BioAssay.
